# P. falciparum M1AAP – P. falciparum M1AAP inhibitors, biochemical, fluorogenic H-Leu-NHMec substrate, 1536-well (AID 1445) | 0.42% of 220,000 active | inhibition, % at 30 µM; hits with a dose series show IC50 in µM | Aminopeptidase N (Plasmodium falciparum (isolate 3D7)) | recombinant M1AAP, H-Leu-NHMec fluorogenic kinetic assay; higher % means a stronger effect;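 active means primary inhibition above the hit cutoff, then over 50% inhibition at one or more dose response concentrations, cut at about 23% in these data, passing the limit was not always enough; inconclusive means conflicting primary data, or primary hits not chosen for dose response; inactive means low primary inhibition, or under 50% at every dose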;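 further: plate controls were DMSO full reaction for no effect and no enzyme background for full effect; strong numbers were not always called active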
# SIAH1 antagonists – Siah-1 peptide-binding antagonists, primary screen, biochemical, fluorescence polarization, rhodamine-plectin, uHTS (AID 1817); E3 ubiquitin-protein ligase SIAH1 (Homo sapiens); Siah-1 / rhodamine-plectin peptide fluorescence polarization; higher % means a stronger effect; displacement, % at 20 µM; hits with a dose series show IC50 in µM; 0.02% of 290,000 active;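 active means displacement of at least 50% at 20 µM, with a fluorescence ratio check between 0.3 and a set limit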;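 further: plate controls were Siah plus tracer with DMSO for no effect and tracer alone without Siah for full effect; strong numbers were not always called active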
# NOD2 inhibition – NOD2 signaling inhibitors, cell-based, luminescence, uHTS, HEK293 (AID 1566) | one-dose inhibition, % at 4 µM; EC50 in µM for titrated hits | 0.63% of 290,000 active | HEK293 NOD2/NF-kB luciferase reporter, luminescence; higher % means a stronger effect; further: many of its hits are not listed in these tables
# Hep lipid drop – inhibitors of hepatocyte lipid droplet formation, primary screen, imaging, high-throughput imaging, BODIPY stain. AML12 mouse hepatocytes, oleate lipid droplets. inhibition, % at 6.5 µM. 0.4% of 240,000 active;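 active means lipid droplet intensity inhibited by at least 50%, with more than 500 cells counted; inconclusive means wells with under 300 cells, treated as cytotoxic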
#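 Assay system: AML12 hepatocytes (mouse); Probe or stimulus: oleic acid at 100 µM to induce lipid droplet formation; Dosing: compound at 6.5 µM only; Schedule: compound with oleate, overnight; Detection: fluorescence imaging, 20x objective, two fields per well; Measure: % inhibition of lipid droplet signal.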
# AID2073 – inhibitors of Mint1-CaV2.2 protein interaction, biochemical, HTRF (AID 2073) | inhibition, % at 20 µM, or IC50 in µM where a hit was titrated | HTRF protein-protein interaction, Mint1-CaV2.2; higher % means a stronger effect | 0.19% of 290,000 active | Voltage-dependent N-type calcium channel subunit alpha-1B (Homo sapiens); in the data active means inhibition mostly above about 51%, no sharp cut-off; inconclusive means no clear call, values can overlap the other calls; inactive means mostly below about 53%; further: some results filed as inactive read as strong as hits
# M17LAP inhibition – P. falciparum M17LAP inhibitors, primary screen, biochemical, fluorogenic H-Leu-NHMec substrate, 1536-well (AID 1619); Leucine aminopeptidase (Plasmodium falciparum (isolate 3D7)); recombinant M17LAP, H-Leu-NHMec fluorogenic kinetic assay; higher % means a stronger effect; inhibition, % at 30 µM; hits with a dose series show IC50 in µM; 0.38% of 220,000 active;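 active means compound inhibiting the enzyme by more than half at any dose during confirmatory dose-response retesting; inconclusive means strong single-dose inhibitors picked by rank but not retested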;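 further: plate controls were full reaction with DMSO carrier for no effect and no enzyme background for full effect; strong numbers were not always called active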
# LYP inhibition – inhibitors of LYP phosphatase, biochemical, fluorescence intensity, uHTS (AID 1779); inhibition, % at 11.5 µM; hits with a dose series show IC50 in µM; 0.054% of 290,000 active; Tyrosine-protein phosphatase non-receptor type 22 (Homo sapiens); recombinant LYP phosphatase, fluorescence intensity; higher % means a stronger effect;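 further: plate controls were vehicle with enzyme for no effect and no enzyme for full effect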
# XIAP antagonists – XIAP antagonists, biochemical, IAP family, fluorescence polarization (AID 1018). one-dose displacement, % at 20 µM; IC50 in µM for titrated hits. 0.007% of 200,000 active. E3 ubiquitin-protein ligase XIAP (Homo sapiens). XIAP BIR domain, fluorescence polarization peptide displacement; higher % means a stronger effect; in the data active means displacement above about 50%; further: a part of the inactive calls stands beside numbers as strong as those of hits
# ER stress rescue – rescue of cells from ER stress-induced death, primary screen, 384-well, CSM14.1, thapsigargin, ATP luminescence (AID 1222); CSM14.1 thapsigargin-induced death rescue, ATP luminescence; higher % means a stronger effect; cellular ATP content (survival), % at 20 µM; hits with a dose series show EC50 in µM; 190,000 tested, under 10 active;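 active means EC50 below 50 µM in the dose-response confirmation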;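 further: death triggered by thapsigargin at about 15 µM added after 2 h compound pretreatment; cell ATP read after overnight thapsigargin exposure of roughly 18 to 22 hours; normalized against plate controls of thapsigargin alone and 5% DMSO vehicle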
# Hep lipid drop cells 6.5 µM – also measured in Hep lipid drop; calls as there; cell count; measured here: cell count, cytotoxicity flag;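 cells counted across two imaged fields per well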
# Starred values were filed as active, the others as inactive; ? = inconclusive; · = not tested or not shown. Unless noted, no stated cut-off is given here; in the data, active means inhibition above about 50%; inactive means the rest. Not all compounds are listed, so the mix of outcomes need not match the whole.
Molecule	M17LAP inhibition	SIAH1 antagonists	XIAP antagonists	P. falciparum M1AAP	Hep lipid drop cells 6.5 µM	NOD2 inhibition	Hep lipid drop	ER stress rescue	AID2073	LYP inhibition
Nn1c(SCC(=O)Nc2ccccc2F)nnc1C1CCCCC1	·	-2%	·	·	766	-7%	2	·	-22%	-8%
CCOc1nnc(C)c2c(C)n(-c3ccc(Cl)cc3)nc12	-6%	2%	-3.5%	-3%	·	17%	·	2.4%	6%	1%
COc1ccc(NC(=O)CNC(=O)Cn2c(C)cc3ccccc3c2=O)cc1OC	-7%	9%	-9.4%	1%	705	22%	12	-0.5%	0%	1%
CC(C)Oc1ccccc1-c1nc(SCC(=O)O)n[nH]1	3%	3%	-1.2%	0%	779	12%	-2	2.7%	-13%	-5%
CCOc1cc(C)nc(Oc2ccc(=O)[nH]n2)n1	3%	2%	-6.9%	2%	723	-8%	-1	-0.3%	-3%	-12%
Cc1nc(NC(=S)NC(=O)COc2ccc(Cl)cc2)ccc1Br	-2%	7%	-3.2%	-6%	679	2%	-6	0.4%	31%	3%
O=C(Nc1ccc(N2CCN(C(=O)c3ccccc3)CC2)cc1)c1ccc([N+](=O)[O-])o1	0%	0%	-1.0%	9%	723	·	-10	-0.9%	25%	-3%
CCOc1cc(C2NC(=O)NC(c3ccccc3)=C2C(C)=O)ccc1OCC(N)=O (stereo not drawn)	14%	-2%	-3.4%	7%	·	10%	·	-1.4%	?	-10%
CSc1ccccc1NC(=O)c1cc(C(C)C)on1	0%	-7%	-8.3%	5%	749	-35%	17	-0.9%	-6%	-2%
COc1ccc(Cc2nnc(NC(=O)c3ccccc3F)s2)cc1	·	3%	·	·	860	-14%	1	·	26%	-1%
CN(NS(=O)(=O)c1ccccc1)c1nc2ccccc2nc1C(F)(F)F	2%	1%	-5.1%	11%	818	22%	8	0.7%	-18%	-6%
Cc1ccc(S(=O)(=O)NCCSc2nnc(N)s2)cc1	4%	-6%	-9.3%	0%	731	-22%	-4	-2.3%	6%	-3%
O=C1c2ccccc2C(=O)N1Cc1nn2c(-c3ccc(Cl)cc3)nnc2s1	·	0%	-5.5%	·	·	16%	·	-0.1%	7%	-1%
COc1ccc(CCN2CC(C(=O)NCc3c(C)n[nH]c3C)CCC2=O)cc1 (stereo not drawn)	·	-1%	·	·	713	-6%	-1	·	-1%	-4%
O=Cc1c(Cl)[nH]c(=O)n1-c1ccccc1	11%	-3%	-5.4%	0%	707	20%	11	0.2%	25%	2%
O=C1C2C3C=CC(C2C(=O)N1c1ccccc1O)C1C2C(=O)N(c4ccccc4O)C(=O)C2C31 (stereo not drawn)	7%	6%	-2.2%	8%	700	8%	1	-0.8%	5%	-6%
C=CCC(=O)N1CCCC(C(=O)c2ccc(Cl)cc2)C1 (stereo not drawn)	·	3%	·	·	799	7%	-20	·	4%	-1%
Cc1nn(C(C)C(=O)NCCc2ccccc2)c(=O)c2cc3occc3n12 (stereo not drawn)	·	-2%	·	·	679	12%	-9	·	6%	3%
Cc1cc(=O)n2c(C(=O)Nc3ccc(C)c(C)c3)c(C(=O)Nc3ccccc3)sc2n1	3%	-7%	-6.2%	6%	703	19%	0	-7.5%	25%	-16%
COc1ccccc1NC(=O)c1cc(=O)[nH]c2ccccc12	·	-2%	·	·	812	18%	0	·	1%	-5%
O=C(Cc1coc2cc3c(cc12)CCC3)NC1CCCCCCC1	1%	0%	-3.0%	5%	669	19%	8	-2.7%	12%	9%
Cc1ccc(C(C(=O)NC2CCCC2)N(Cc2ccco2)C(=O)CCC(=O)Nc2cc(C)on2)cc1 (stereo not drawn)	5%	1%	-3.6%	5%	778	-16%	20	-3.0%	2%	8%
O=C(CSc1nc2ccccc2c(=O)n1Cc1ccc(F)cc1)NCc1cccs1	-2%	2%	-3.3%	7%	600	-12%	-1	-2.5%	-13%	-4%
c1ccc2c(CNc3ccc(CNc4ncn[nH]4)cc3)cccc2c1	6%	1%	-12%	-3%	716	-24%	-4	-1.9%	12%	-1%
O=C(CC(=O)Nc1cccc(Cl)c1)N/N=C\c1ccccc1	8%	-6%	-6.3%	-1%	712	8%	0	-3.1%	9%	-5%
Cc1ccc2c(c1)COc1c3ccc(C(=O)O)cc3nn1-2	·	-9%	·	·	699	-143%	-6	·	7%	-7%
CCCNC(=O)c1ccc2c(c1)nc(C)n2-c1cccc(C)c1	·	-6%	·	·	759	-31%	16	·	12%	-2%
Cc1cccc(NC(=O)CCC(=O)N/N=C/c2ccc(O)cc2O)c1	·	-1%	·	·	864	15%	1	·	7%	-5%
CC(=O)c1c(CSc2ccccc2)oc2ccc(O)c(CN(C)C)c12	·	-7%	·	·	649	12%	2	·	6%	-7%
Clc1cccc(NCc2nnc(SCc3ccc(Cl)cc3Cl)o2)c1	7%	-5%	-3.2%	3%	724	10%	-38	-0.9%	-9%	-1%
O=C1Nc2ccccc2C1Cc1ccccn1 (stereo not drawn)	-1%	4%	·	6%	694	1%	5	·	-16%	-9%
Cc1ccc(N(C)C(=O)C2CCCN2S(=O)(=O)c2ccc3c(c2)n(C)c(=O)c(=O)n3C)cc1 (stereo not drawn)	12%	13%	·	3%	731	9%	-10	·	-1%	-2%
O=C(NC(=S)N(CCO)Cc1ccccc1)c1ccc(S(=O)(=O)N2CCCC2)cc1	29%	-14%	-6.6%	-3%	674	9%	-2	-0.1%	3%	-1%
COc1ccc(C)cc1NC(=O)C1CCC(CNc2c(N3CCOCC3)c(=O)c2=O)CC1 (stereo not drawn)	8%	4%	-5.5%	4%	·	8%	·	-1.0%	-4%	2%
CC(C)(C)NC(=O)COC(=O)c1ccc(Cl)nc1	6%	8%	-0.1%	4%	751	5%	2	-1.4%	0%	-5%
O=C(Nc1oc2ccc(Cl)cc2c(=O)c1-c1ccc(F)cc1)c1ccco1	·	10%	·	·	712	10%	-5	·	0%	-12%
COc1ccc(C(=O)NCC(=O)NCC(=O)OCC(=O)c2cccs2)cc1	5%	0%	-6.0%	-8%	587	-1%	-16	-0.7%	-3%	-11%
O=C(NC1CCCCC1)C(c1ccccc1)N(C(=O)Cc1ccsc1)c1ccccc1 (stereo not drawn)	-4%	-1%	-4.6%	5%	708	4%	8	-0.2%	23%	-6%
CC(=O)c1cccc(N2C(=NC(=O)C(C)C)SC3CS(=O)(=O)CC32)c1 (stereo not drawn)	-4%	2%	0.1%	11%	·	16%	·	1.5%	-6%	-2%
CCCCn1c(=O)nc2n(-c3ccccc3)c3ccccc3cc-2c1=O	-2%	-4%	-7.7%	-1%	·	8%	·	-1.7%	-1%	-8%
Cc1cc(OCC(=O)N2CCc3ccccc3C2)c2c(-c3ccccc3)cc(=O)oc2c1	-5%	-2%	1.4%	-4%	758	-17%	-13	-1.8%	9%	2%
CC1CCN(CCCNC(=O)CCCNC(=O)Cn2cnc3sc4c(c3c2=O)CCCC4)CC1	5%	0%	-2.0%	-1%	797	-14%	4	0.5%	-5%	2%
COc1ccc(-c2csc(NNC3=NCCCCC3)n2)cc1	7%	-3%	0.6%	4%	683*	-14%	115*	-0.8%	18%	-4%
O=C(/C=C/c1cccnc1)c1ccc([N+](=O)[O-])cc1	·	2%	·	·	806	4%	30	·	9%	-10%
COc1ccc(N2CCN(c3nc(NCCO)nc(N4CCOCC4)n3)CC2)cc1	0%	-2%	-4.4%	9%	766	2%	11	-2.5%	-4%	-4%
CN(CC(=O)Nc1ccccc1C(F)(F)F)Cc1c(O)ccc2ccccc12	·	-1%	·	·	812	-5%	10	·	-11%	1%
Cc1ccc(S(=O)(=O)c2cn(C)c3cc(N4CCOCC4)c(F)cc3c2=O)cc1	·	1%	·	·	708	12%	-10	·	16%	-9%
CC1(C)Cc2cccc(OCC(=O)Nc3ccccc3C(F)(F)F)c2O1	·	1%	·	·	853	-9%	-10	·	7%	-5%
O=C(NCCCN1CCN(Cc2ccccc2)CC1)c1nnc(Cc2c(F)cccc2Cl)o1	14%	1%	6.0%	11%	·	-8%	·	-2.7%	?	-7%
Cc1noc(NS(=O)(=O)c2ccc(N/C=C\C(=O)c3cccs3)cc2)c1C	31%	8%	12%	9%	724	0%	3	1.7%	?	0%
Cc1csc(NC(=O)CSc2nnc(-c3ccoc3C)o2)n1	22%	-8%	-12%	2%	677	-37%	-17	-1.4%	16%	-4%
CCOc1ccc(Nc2nc(N)nc(CSC(=S)N3CCN(c4ccccc4)CC3)n2)cc1	0%	-2%	·	2%	720	-4%	0	·	-5%	3%
Cc1cc(C(c2ccc(C)o2)c2ccc(C)o2)c(O)c([N+](=O)[O-])c1	-21%	-5%	-2.6%	15%	745	-1%	-4	-0.9%	-14%	-2%
Cc1ccc(N/N=C(\C#N)C(N)=S)c(C)c1	8%	-8%	-8.0%	8%	722	4%	3	-3.7%	-16%	-3%
Cc1nnc2n(Cc3ccccc3)c(=O)c3c4c(sc3n12)CCCC4	·	-2%	-8.2%	·	792	-4%	7	-0.6%	-2%	-6%
COc1ccc(S(=O)(=O)N(CCCN2CCOCC2)Cc2cccc3ccccc23)cc1	9%	-3%	-6.5%	7%	779	16%	15	0.3%	-3%	-6%

# (list continues)
Molecule	M17LAP inhibition	SIAH1 antagonists	XIAP antagonists	P. falciparum M1AAP	Hep lipid drop cells 6.5 µM	NOD2 inhibition	Hep lipid drop	ER stress rescue	AID2073	LYP inhibition
COC(=O)c1ccc(C)c(NC(=O)CCc2cc(OC)c(OC)c(OC)c2)c1	-1%	5%	-4.2%	1%	659	5%	-2	-0.5%	0%	-4%
O=C(CN1CCN(Cc2ccccc2Cl)CC1)N/N=C/C=C\c1ccccc1[N+](=O)[O-]	-1%	1%	-1.5%	1%	618	0%	0	2.8%	14%	-1%
CC1(C)NC(=O)N(CCCOc2ccc3c(c2)CCC3)C1=O	-5%	3%	-3.2%	3%	725	-8%	6	-2.7%	2%	-7%
COCC(=O)Nc1ccc(S(=O)(=O)Nc2cc(C)nc(C)n2)cc1	13%	-4%	-8.0%	2%	825	14%	-1	-0.1%	6%	-11%
CN(C)C(=O)CSc1nnc(C23CC4CC(CC(C4)C2)C3)o1	-11%	-1%	-1.9%	4%	784	-30%	0	0.6%	2%	-5%
